# Screening results as filed in PubChem BioAssay.
# TSHR antag = Antagonists of the Thyroid Stimulating Hormone Receptor: HTS campaign. TSHR-expressing cells, TSH-stimulated cAMP HTRF, 2 h; active compounds read low. activity change, negative = inhibition, % at 11.5 µM. 330,000 tested, 0.2% active. AID 504810, 2011;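 active = activity change below a set negative limit, meaning inhibition stronger than a set level, cut at about -70% in these data; inconclusive = activity change between two set negative limits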; note: % is set by controls: 0 for no effect and ±100 for the full control effect
#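 Freshly harvested TSHR cells receive pin-tooled compound, then EC80 TSH at 4nM final. After 2 hours at 37 deg C, antibody in lysis buffer and cAMP-d2 are added; 30 minutes at ambient temperature precede the HTRF read.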
# Giardia kill = Small Molecules that selectively kill Giardia lamblia: qHTS; Giardia lamblia trophozoite viability; activity change, % at 7.66 µM, hits read low; 340,000 tested, 0.15% active; in the data active = activity change below about -80%; inconclusive = between about -30% and that limit;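 note: parasites exposed to compound for two days anaerobically before the ATP read; % is set by controls: 0 for no effect and ±100 for the full control effect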
#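 Anaerobic 48 hrs incubation at 37 deg C of 100 trophozoites/well with test compounds; ATPLite 1-Step luminescence, 15-30 min RT, reports cellular ATP as viability.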
# hERG WT inh = qHTS for Inhibitors of KCHN2 3.1: Wildtype qHTS; Voltage-gated inwardly rectifying potassium channel KCNH2 (Homo sapiens), Q12809; U2OS, BacMam KCNH2, thallium flux FluxOr; active compounds read low; activity change, % at 1.84 µM; 340,000 tested, 0.37% active;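 active = maximum activity change below -70%; inconclusive = maximum activity change between -70% and -50%; inactive = maximum activity change above -50%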; note: % is set by controls: 0 for no effect and ±100 for the full control effect
#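 U2OS cells were transduced with wild-type KCNH2 virus (2.03 x 10^8 / mL) for 4 h at room temperature, then cultured overnight at 37 C. Thallium flux was read with FluxOr dye. Rate constants were normalized to DMSO controls.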
# Tb PFK block = qHTS Assay to Find Inhibitors of T. brucei phosphofructokinase. ATP-dependent 6-phosphofructokinase (Trypanosoma brucei brucei), O15648. T. brucei PFK, ADP-Glo luminescence. Potency, µM (titrated, usually from 57.5 µM), for inactives: at the top dose activity, negative = inhibition, hits mostly inhibitors. 330,000 tested, 0.17% active. AID 485367, 2010;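 note: potency is the fitted concentration of half-maximal effect; 0% = uninhibited 1x PFK enzyme wells and -100% = no-enzyme wells; nearly all actives have a fitted effect of over 60% in size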
#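 ADP-Glo luminescence quantified ADP after 45 min at room temperature, with 1.25 nM T. brucei PFK, 0.1 mM ATP and 0.5 mM fructose-6-phosphate in pH 8.0 TEA buffer. qHTS titrations up to 57 µM; curves classified by quality.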
# FBPA coupling cs = qHTS Assay for Inhibitors of Fructose-1,6-bisphosphate Aldolase from Giardia Lamblia: Coupling assay counterscreen; AID 2472, 2010; coupling enzyme system counterscreen, AmpLite Red fluorescence; 290,000 tested, 0.67% active; activity change, negative = inhibition, % at 58.2 µM, hits read low; in the data active = activity change below about -30%; note: % is set by controls: 0 for no effect and ±100 for the full control effect
#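 Final compound at 57.5 uM, incubated 10 min at RT with coupling enzyme reagent (glyceraldehyde-3-phosphate), then 20 min with substrate and AmpLite Red detection. Fluorescence read at 525/598 nm; tests interference with the coupling assay, not aldolase inhibition.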
# TCR activator = Activators of T cell receptors: qHTS campaign; 330,000 tested, under 10 active; primary human leukocytes, anti-CD3, IL-2 HTRF, 48 h; Potency, µM (highest dose often 9.22 µM), for inactives: at the highest dose activation of IL-2 secretion, hits mostly activators; AID 504894, 2011; note: % of control where 0% means no effect
#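 Primary human leukocytes incubated 48 hr with anti-CD3 beads plus compound, without co-stimulation. Secreted IL-2 measured by HTRF (europium cryptate/d2 anti-IL-2 pair, 320 nm excitation, 665 nm emission).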
# Chronic BCR inh = qHTS Assay to Find Inhibitors of Chronic Active B-Cell Receptor Signaling; 340,000 tested, 0.05% active; Potency, µM (doses to about 46.1 µM), without a hit: top-dose ratio change, negative = lower green/red ratio, hits mostly inhibitors; ABC-DLBCL IkBa-CBG/CBR reporter, luminescence ratio, 4 h; active = well fitted inhibition curve with a large enough effect in the signal ratio, with a control signal flat, not every such curve was filed as active; inconclusive = small, poorly fitted or top-dose-only effect, or effect the other way, or a change in a side signal; the % refers to the signal ratio;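 note: potency is the fitted concentration of half-maximal effect; plate controls were basal doxycycline-induced cells for no effect and cells given 10 µM MG132 for full effect; MG132 reads +100%, hits lower the ratio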
#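 Compounds up to 46 uM were incubated four hours with TMD8 cells whose green CBG68 luciferase is fused to IkappaBalpha; red CBR luminescence normalised the signal, and concentration-effect curves were fitted to fusion, red and ratio data.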
# GALK inh = qHTS Assay for Inhibitors of Human Galactokinase (GALK); Purified GALK, Kinase-Glo residual ATP luminescence; Potency, µM (highest dose often 57.5 µM), without a hit: top-dose activity change, negative = inhibition, usual class: inhibitors; 270,000 tested, 0.007% active; AID 1868, 2009; note: potency is the fitted concentration of half-maximal effect; % is set by controls: 0 for no effect and ±100 for the full control effect
#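 The enzyme phosphorylates galactose (100 uM) using ATP (35 uM); inhibition is detected as higher residual ATP, quantified by bioluminescence after 1 h reaction at room temperature, pH 8.0.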
# AT treatment = qHTS Assay for Identifying a Potential Treatment of Ataxia-Telangiectasia | Potency, µM (doses to about 57.5 µM), for the others: at the top dose activation, actives largely listed as activators | […] A-T fibroblasts, KAP-1 phosphorylation AlphaLISA; neocarzinostatin DNA damage 30 min before lysis | AID 485349, 2010 | 320,000 tested, 0.19% active; note: potency is the fitted concentration of half-maximal effect; % of control where 0% means no effect; nearly all actives have a fitted effect of over 45% in size
#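 hTERT-immortalized A-T patient fibroblasts ([…]), 500 cells/well in OPTI-MEM, 1% FBS, got compounds for 60 min, then NCS for 30 min at 37C. Lysates were then assayed for phospho-KAP-1 by AlphaLISA (anti-pKAP1 donor, anti-KAP1 acceptor beads), 6 hr at 25C.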
# CXXC DNA block = qHTS Fluorescence Polarization Assay for Inhibitors of MLL CXXC domain - DNA interaction; Histone-lysine N-methyltransferase 2A (Homo sapiens), Q03164; MLL-CXXC / FITC-HOXA9 DNA fluorescence polarization; Potency, µM (top dose mostly 115 µM), for the others: top-dose activity change, negative = inhibition, actives largely listed as inhibitors; 290,000 tested, 0.037% active; AID 2662, 2010; active = well fitted inhibition curve with a large enough effect in the polarisation, with a control signal flat, not every such curve was filed as active; inconclusive = small, poorly fitted or top-dose-only effect, or effect the other way, or a change in a side signal; inactive = no such curve, though single readings can be large or run the other way; the % refers to the polarisation; note: potency is the fitted concentration of half-maximal effect
# Target sequence (Q03164 whole entry, looked up, the tested form may be a part): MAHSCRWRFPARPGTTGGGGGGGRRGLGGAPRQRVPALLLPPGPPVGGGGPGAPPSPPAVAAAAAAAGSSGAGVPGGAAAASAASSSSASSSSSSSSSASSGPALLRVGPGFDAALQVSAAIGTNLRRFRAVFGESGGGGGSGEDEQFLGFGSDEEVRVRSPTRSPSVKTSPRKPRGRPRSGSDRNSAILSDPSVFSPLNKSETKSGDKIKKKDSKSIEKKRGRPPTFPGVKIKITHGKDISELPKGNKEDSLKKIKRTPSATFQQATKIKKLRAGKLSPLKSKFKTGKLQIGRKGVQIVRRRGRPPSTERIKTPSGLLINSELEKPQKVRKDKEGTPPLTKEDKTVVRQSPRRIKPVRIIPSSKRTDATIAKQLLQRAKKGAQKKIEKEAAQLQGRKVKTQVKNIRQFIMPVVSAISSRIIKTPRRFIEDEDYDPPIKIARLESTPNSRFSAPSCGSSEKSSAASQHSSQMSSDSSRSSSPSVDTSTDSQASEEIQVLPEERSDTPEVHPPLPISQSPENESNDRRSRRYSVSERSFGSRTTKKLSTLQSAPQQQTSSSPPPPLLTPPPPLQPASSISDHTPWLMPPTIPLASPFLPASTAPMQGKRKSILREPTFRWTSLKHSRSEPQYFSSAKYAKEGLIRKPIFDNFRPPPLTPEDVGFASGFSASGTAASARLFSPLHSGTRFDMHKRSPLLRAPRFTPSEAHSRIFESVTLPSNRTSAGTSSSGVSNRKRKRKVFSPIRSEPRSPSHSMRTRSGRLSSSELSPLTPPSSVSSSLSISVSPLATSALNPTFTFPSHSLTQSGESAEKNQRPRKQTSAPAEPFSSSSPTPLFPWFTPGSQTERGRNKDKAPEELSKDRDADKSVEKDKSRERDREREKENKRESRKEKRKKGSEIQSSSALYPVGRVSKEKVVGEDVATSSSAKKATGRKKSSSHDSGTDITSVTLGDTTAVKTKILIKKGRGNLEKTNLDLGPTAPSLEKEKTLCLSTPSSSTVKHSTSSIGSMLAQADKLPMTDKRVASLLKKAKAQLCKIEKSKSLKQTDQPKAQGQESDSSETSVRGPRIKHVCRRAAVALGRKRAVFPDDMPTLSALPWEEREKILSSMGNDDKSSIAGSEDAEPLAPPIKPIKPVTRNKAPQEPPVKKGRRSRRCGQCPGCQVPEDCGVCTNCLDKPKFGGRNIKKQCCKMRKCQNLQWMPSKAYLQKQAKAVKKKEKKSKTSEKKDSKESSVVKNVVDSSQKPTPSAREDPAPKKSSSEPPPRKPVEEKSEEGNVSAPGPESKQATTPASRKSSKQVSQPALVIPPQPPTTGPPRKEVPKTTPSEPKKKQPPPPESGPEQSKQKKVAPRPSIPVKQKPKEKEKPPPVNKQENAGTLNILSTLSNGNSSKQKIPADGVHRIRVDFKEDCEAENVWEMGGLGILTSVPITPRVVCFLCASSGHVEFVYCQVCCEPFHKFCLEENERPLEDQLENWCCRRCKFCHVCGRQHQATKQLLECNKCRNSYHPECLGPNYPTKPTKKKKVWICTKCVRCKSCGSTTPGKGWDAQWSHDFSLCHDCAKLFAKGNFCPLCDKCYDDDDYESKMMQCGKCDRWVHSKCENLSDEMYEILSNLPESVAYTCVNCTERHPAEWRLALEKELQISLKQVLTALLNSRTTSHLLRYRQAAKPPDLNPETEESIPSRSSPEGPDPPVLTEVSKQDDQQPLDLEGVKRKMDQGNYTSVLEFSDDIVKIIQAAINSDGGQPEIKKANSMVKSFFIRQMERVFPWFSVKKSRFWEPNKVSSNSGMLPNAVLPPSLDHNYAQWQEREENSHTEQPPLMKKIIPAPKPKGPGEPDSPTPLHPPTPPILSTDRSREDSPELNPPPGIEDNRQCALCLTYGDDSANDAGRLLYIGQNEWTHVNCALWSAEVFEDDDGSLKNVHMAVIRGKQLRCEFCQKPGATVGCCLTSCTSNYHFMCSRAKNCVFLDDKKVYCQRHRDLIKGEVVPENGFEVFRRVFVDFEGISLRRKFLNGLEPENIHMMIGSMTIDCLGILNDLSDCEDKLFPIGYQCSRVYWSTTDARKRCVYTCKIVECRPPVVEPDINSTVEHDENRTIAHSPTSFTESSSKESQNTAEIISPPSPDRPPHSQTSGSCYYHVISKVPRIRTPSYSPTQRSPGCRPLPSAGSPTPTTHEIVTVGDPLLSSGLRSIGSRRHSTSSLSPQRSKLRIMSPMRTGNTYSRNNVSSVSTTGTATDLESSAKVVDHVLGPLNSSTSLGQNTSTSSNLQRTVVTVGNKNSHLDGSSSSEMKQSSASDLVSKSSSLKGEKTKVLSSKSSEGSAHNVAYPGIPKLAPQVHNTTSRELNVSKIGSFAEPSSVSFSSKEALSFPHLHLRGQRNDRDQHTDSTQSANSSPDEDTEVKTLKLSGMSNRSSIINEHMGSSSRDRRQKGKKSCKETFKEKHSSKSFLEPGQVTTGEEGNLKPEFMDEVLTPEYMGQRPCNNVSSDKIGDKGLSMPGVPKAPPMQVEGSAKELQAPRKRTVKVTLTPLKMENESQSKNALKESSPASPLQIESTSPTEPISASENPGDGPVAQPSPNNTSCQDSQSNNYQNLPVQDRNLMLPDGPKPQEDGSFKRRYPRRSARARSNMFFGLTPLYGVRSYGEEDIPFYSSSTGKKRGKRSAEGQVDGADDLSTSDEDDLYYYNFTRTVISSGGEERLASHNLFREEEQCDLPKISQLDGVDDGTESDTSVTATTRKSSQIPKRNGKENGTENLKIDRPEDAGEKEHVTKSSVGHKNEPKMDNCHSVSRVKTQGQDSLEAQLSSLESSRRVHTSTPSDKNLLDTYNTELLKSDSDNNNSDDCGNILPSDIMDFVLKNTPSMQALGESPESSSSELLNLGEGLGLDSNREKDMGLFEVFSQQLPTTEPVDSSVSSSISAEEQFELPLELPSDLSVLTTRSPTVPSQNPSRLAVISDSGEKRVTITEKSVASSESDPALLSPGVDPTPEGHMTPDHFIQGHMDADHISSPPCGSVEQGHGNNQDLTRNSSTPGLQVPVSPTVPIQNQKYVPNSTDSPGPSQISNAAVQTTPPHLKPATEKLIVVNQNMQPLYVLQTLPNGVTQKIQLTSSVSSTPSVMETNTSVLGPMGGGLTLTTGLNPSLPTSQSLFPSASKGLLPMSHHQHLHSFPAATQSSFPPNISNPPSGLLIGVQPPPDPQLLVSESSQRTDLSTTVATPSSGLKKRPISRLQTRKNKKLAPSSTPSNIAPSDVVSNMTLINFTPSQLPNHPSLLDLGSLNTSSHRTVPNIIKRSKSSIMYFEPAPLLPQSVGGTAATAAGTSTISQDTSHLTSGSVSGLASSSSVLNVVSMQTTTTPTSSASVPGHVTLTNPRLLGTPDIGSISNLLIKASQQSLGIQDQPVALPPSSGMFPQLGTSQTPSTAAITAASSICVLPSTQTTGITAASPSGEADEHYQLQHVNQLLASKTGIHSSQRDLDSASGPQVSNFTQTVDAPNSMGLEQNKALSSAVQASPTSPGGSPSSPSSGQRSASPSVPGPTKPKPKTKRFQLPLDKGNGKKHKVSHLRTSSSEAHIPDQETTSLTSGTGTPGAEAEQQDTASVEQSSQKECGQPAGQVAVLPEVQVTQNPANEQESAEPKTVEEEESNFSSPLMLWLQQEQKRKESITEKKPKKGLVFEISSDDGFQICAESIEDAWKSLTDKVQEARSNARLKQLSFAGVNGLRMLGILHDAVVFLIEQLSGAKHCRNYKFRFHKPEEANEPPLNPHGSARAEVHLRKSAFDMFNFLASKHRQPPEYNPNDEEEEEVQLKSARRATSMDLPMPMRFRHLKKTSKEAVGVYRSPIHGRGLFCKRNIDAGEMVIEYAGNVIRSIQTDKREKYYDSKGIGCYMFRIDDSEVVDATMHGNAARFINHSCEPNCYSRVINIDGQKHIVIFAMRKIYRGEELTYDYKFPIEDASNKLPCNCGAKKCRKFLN
#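 Fluorescence polarization: 7 uM MLL-CXXC (stock) preincubated 5 min with compounds, then 50 nM fluorescein-HOX-A9 DNA (stock) added; 30 min ambient. Buffer 50 mM Tris-HCl pH 7.5, 50 mM NaCl, 1 mM DTT, 0.05% BSA.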
# Starred values were filed as active, the others as inactive; i = inactive; ? = inconclusive; / = no result given; & = joins results of further samples; [ ] = remark or other dose. Unless noted, calls come from the whole dose curve; as a rule, active = well fitted curve in the direction sought with a large enough effect; inconclusive = small, poorly fitted or top-dose-only effect, or another doubt; inactive = no such curve, though single readings can be large; an effect the other way counts as inactive or inconclusive.
item	structure	TSHR antag	Giardia kill	hERG WT inh	Tb PFK block	FBPA coupling cs	TCR activator	Chronic BCR inh	GALK inh	AT treatment	CXXC DNA block
1	COc1cc(C2C3=C(CCCC3=O)Nc3[nH]n(-c4ccccc4)c(=O)c32)cc(OC)c1OC (configuration not stated)	-3	-13	22	5%	0	-1%	-9%	-2%	-7%	3%
2	Cc1nc2ccc(C(=O)OCc3nnc(-c4ccc(Br)cc4)o3)cc2nc1C	-15	16	10	2%	/	3%	0%	0%	-2%	7%
3	Cc1cc(NC(=O)c2ccc(NC(=O)c3cccs3)cc2)no1	-7	8	-6	4%	-1	-4%[46.1 µM]	?	0%	1%	-1%
4	COCCCN1C(=O)C(O)=C(C(C)=O)C1c1cccc(F)c1 (configuration not stated)	8	33[activator]	7	-3%	0	10%	4%	5%	1%	-1%
5	CC(=O)c1cccc(NC(=O)CN(C)S(=O)(=O)c2ccc3c(c2)CC(C)N3C(C)=O)c1 (configuration not stated)	-9	2	9	3%	1	1%	2%	0%	-4%	8%
6	O=C(Cc1ccc(Cl)cc1)Nc1ccc(-c2nnc(-c3ccco3)o2)cc1	-9	1	-3	0%	1	-13%	?	-4%	6%	1%
7	Cc1ccnc(NC(=O)CSc2ccc3c(c2)OCCO3)c1	3	-11	-2	-11%	/	2%	?	/	-3%	/
8	Cc1ccc(S(=O)(=O)NC2CCCC(C(=O)O)C2)cc1 (configuration not stated)	-2	18	4	-13%	4	-4%	-5%	0%	-1%	-1%
9	O=C(NC1CCCCCCC1)c1cccc(Cl)c1	-4	22	-1	4%	1	9%	0%	3%	-9%	-28%
10	COc1ccccc1N(CC(O)COc1c(C)cc(C)cc1C)S(=O)(=O)c1ccccc1 (configuration not stated)	-7	-15	-23	?	0	0%[46.1 µM]	?	0%	11%	-5%
11	CC#CCN(Cc1ccco1)C(=O)C1CCC(=O)N(Cc2ccccc2F)C1 (configuration not stated)	-3	-12	7	-5%	/	-4%	0%	1%	14%	30%
12	CCc1ccccc1NC(=O)CSc1nc2ccccc2n1CC(=O)N(C)C	-7	-6	6	-7%	1	3%	-1%	1%	3%	-2%
13	COCCn1c(CN(Cc2ccccc2)Cc2ccccc2)nc2c1c(=O)n(C)c(=O)n2C	-4	-8	-2	-2%	0	4%	7%	1%	13%	4%
14	CCSc1nnc(NC(=O)c2cc(C)nc3ccccc23)s1	-2	-13	-9	-5%	0	-1%	5%	-2%	-7%	-1%
15	Cc1csc2ncc(C(=O)Nc3ccccc3Cl)c(=O)n12	-5	-9	5	-1%	5	0%	11%	8%	-3%	8%
16	COc1ccc(CNC(=O)[C@H](Cc2c[nH]c3ccccc23)NC(C)=O)cc1OC	-1	25	1	-7%	2	0%	-1%	15%	3%	-1%
17	CCOC(=O)C1=C(C)NC(=O)NC1c1ccc(OC)c(Cl)c1 (configuration not stated)	9	-9	-6	-10%	1	-11%	1%	6%	-1%	-3%
18	O=C(Nc1nnc(C2CC2)s1)c1cc2ccccc2o1	5	4	1	-1%	/	3%	?	/	-9%	/
19	CC1CCCN(C(=O)c2cc(N3C(=O)C4C5CCC(C5)C4C3=O)ccc2Cl)C1 (configuration not stated)	11	/	/	2%	0	/	11%	0%	-3%	5%
20	COc1ccc(/C=C/CN2CCN(CC(C)C)C(CCO)C2)cc1 (configuration not stated)	0	10	2	-1%	2	15%	-6%	12%	3%	15%
21	O=C(Nc1nc(-c2ccc(-c3ccccc3)cc2)cs1)c1cnccn1	-8	11	i	0%	1	-1%[46.1 µM]	?	-3%	8%	-2%
22	O=[N+]([O-])c1ccc(O)c(/C=N/n2c(CO)nc3ccccc32)c1	-2	-9	13	0%	3	8%	-4%	8%	-3%	1%
23	CCCCSc1nnc(-c2ccccc2NC(C)=O)c(=O)[nH]1	9	3	-6	0%	4	-4%	?	2%	-2%	3%
24	Cc1nn(Cc2ccc(F)cc2)c(C)c1NC(=O)c1cnn2c1NC(c1ccccc1)CC2C(F)(F)F (configuration not stated)	-5	5	-10	3%	6	-1%	12%	1%	/	0%
25	CCC(=O)c1ccc(OCC(=O)Nc2ccccc2C(=O)N2CCCCC2)cc1	8	2	4	5%	/	12%	-3%	/	-7%	/
26	O=CN1CCN(C(=S)Nc2ccc(OC(F)F)cc2)CC1	7	19	16	1%	2	-3%	-5%	1%	3%	-11%
27	CCCCN(C(=O)C(C)Oc1ccc(Br)cc1)c1c(N)n(CC(C)C)c(=O)[nH]c1=O (configuration not stated)	-6	1	5	-2%	/	3%	6%	/	5%	/
28	CC1CCN(CCCn2c(=S)[nH]c3ccccc3c2=O)CC1	-6	11	17	-1%	2	-6%	-1%	-3%	3%	4%
29	CCCOc1ccc(C2C3=C(CCCC3=O)N(CC(=O)O)C3=C2C(=O)CCC3)cc1OCC	1	-10	8	0%	-3	-1%	0%	-1%	5%	-23%
30	O=C(CN1C(=O)S/C(=C/c2cccn2-c2ccc(O)cc2)C1=O)N1CCCC1	-7	9	-3	12%	1	-1%	?	1%	-6%	1%
31	N#Cc1cccc(C#N)c1Oc1ccc(S(=O)(=O)Nc2ccccc2)cc1	9	-4	-4	0%	-11	-4%	-2%	5%	11%	-6%
32	OCCNc1ccc(Cl)cc1	-1	2	-13	-5%	3	3%	-1%	4%	2%	-5%
33	Nc1ccccc1SCC(=O)Nc1cccc2ccccc12	46	17	-1	7%	-6	1%	?	-6%	22%	4%
34	Cc1nnc(NC(=O)c2cc3n(n2)C(C(F)(F)F)CC(C2CC2)N3)s1 (configuration not stated)	-5	2	6	4%	0	-3%	-1%	-1%	2%	-2%
35	O=C(CN(c1ccccc1)S(=O)(=O)c1ccccc1)NCCSc1ccccn1	-6	-21	2	0%	2	9%	-23%	6%	1%	-1%
36	COc1cccc(CN2CCNC(=O)C2CC(=O)NCCn2cccn2)c1OC (configuration not stated)	-1	-1	-7	3%	-5	0%	2%	1%	2%[11.5 µM]	-2%
37	Cc1ccsc1C(=O)NNC(=O)CCN1CCN(c2ccccc2)CC1	31	-2	2	-10%	/	1%	?	/	/	/
38	CC(=O)c1cccc(NC(=O)N2CCC(c3ccc(C)cc3)C2)c1 (configuration not stated)	-9	-1	1	-5%	1	2%	8%	-3%	3%	1%
39	COCCN(CC(=O)Nc1cccc(C)c1C)C(=O)Cc1cccs1	-8	10	-2	-2%	/	-7%	?	/	-1%	/
40	CCOC(=O)C1=CN(Cc2cccc(Br)c2)S(=O)(=O)NC1C (configuration not stated)	5	19	1	-10%	/	6%[46.1 µM]	0%	/	0%[11.5 µM]	/
41	CC(C)Cn1c(=S)[nH]c2cc(Cl)ccc21	13	28	8	-9%	-1	2%	-2%	5%	7%	5%
42	O=C(CCNC(=O)c1ccc(Br)cc1)Nc1cc(Cl)ccc1-n1cncn1	3	-19	-9	-2%	/	-5%	?	/	0%	/
43	CCCC[C@H]1COCCS(=O)(=O)N1Cc1ccc(F)cc1	-5	6	-6	-5%	1	-1%	0%	/	-1%	0%
44	Cc1nn(Cc2ccccc2)c(C)c1NC(=O)c1ccc([N+](=O)[O-])cc1[N+](=O)[O-]	-4	8	4	0%	-2	-2%[46.1 µM]	5%	-2%	4%	8%
45	Cc1ccc(SCc2ccc(C(=O)N3CCCCC3)cc2)cc1	-17	10	1	1%	-1	-4%	0%	-3%	8%	7%
46	CC1=N/C(=C\c2ccc3c(c2)OCO3)C(=O)N1c1ccc(C(=O)O)cc1	-3	-19	3	0%	-1	3%[46.1 µM]	-3%	-3%	-2%	38%[activator]
47	Cc1cccc(CNc2ncnc3ccc(-c4ccccc4Cl)cc23)c1	-10&-1	1	/	-3%&-2%	/	-4%	?	/	10%&-8%	/
48	O=C(CCN1C(=O)c2ccccc2C1=O)NCc1ccco1	-6	-12	3	-11%	1	8%	3%	-1%	-8%	0%
49	COC(=O)c1scc2c(Oc3ccccc3)cc(C(F)(F)F)nc12	-12	-23	-4	12%	4	-1%	-6%	/	-1%	10%
